High-throughput results as filed in PubChem.
hcDAF-12 act: H. contortus DAF-12 nuclear receptor activators, primary screen, cell-based, luminescence, HEK293, lit1-tk-luc reporter. HEK293 hcDAF-12 lit1-tk-luc reporter; 0% DMSO, 100% Δ7-dafachronic acid. activation, % at 6.8 µM. hit rate 1.4% among 370,000;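 active means activation above the mean of all tested compounds plus 3 SD, cut at about 5.5% in these data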;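 further: 100% = response to 3 µM Δ7-dafachronic acid high control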
ADAM17 inh: ADAM17 inhibitors, primary screen, biochemical, QFRET | recombinant ADAM17, EDANS/DABCYL FRET peptide cleavage | inhibition, % at 6.95 µM | hit rate 0.83% among 370,000 | AID 720648, 2013;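 active means inhibition above the mean of compounds lying between control limits plus 3 SD, set per campaign, cut at about 8.5% in these data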;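 further: 0% = DMSO-only wells as the low control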
NR1D1 modulator: modulators of Rev-erb alpha DNA binding, primary screen, biochemical, FITC-DNA, fluorescence polarization, uHTS; Nuclear receptor subfamily 1 group D member 1 (Homo sapiens), P20393; Rev-erbα–FITC-DNA binding, 90 min; activity, % at 10 µM; hit rate 0.79% among 370,000; AID 1259318, 2017;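 active means activity above about 14%, limit read from the data; passing the limit was not always enough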;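 further: 0% = DMSO wells with 35 nM protein and 100% = DMSO wells with 750 nM protein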
DAX1 inh-1: DAX1 (NR0B1) inhibitors, primary screen, cell-based, HEK293, Gal4-DAX1, luciferase luminescence; inhibition, % at 6.75 µM; Nuclear receptor subfamily 0 group B member 1 (Homo sapiens), P51843; HEK293 Gal4-DAX1 luciferase reporter; AID 504766, 2011; hit rate 0.99% among 340,000;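 active means inhibition above the mean over all tested compounds plus 3 SD, cut at about 4.2% in these data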;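 further: 0% = DAX1-transfected cells with DMSO and 100% = empty-vector control cells with DMSO; inhibition shows as a rise in luminescence from relieved DAX1 repression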
DAX1 inh-2: DAX1 (NR0B1) inhibitors on StAR promoter, primary screen, cell-based, luminescence, SF-1 (NR5A1), full-length DAX-1; HEK293T StAR-luciferase reporter, SF-1/DAX-1 repression relief; inhibition, % at 6.8 µM; AID 652010, 2013; hit rate 1.1% among 370,000;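 active means inhibition above the mean over all tested compounds plus 3 SD, cut at about 3.6% in these data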;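 further: 0% = DAX-1 cells with DMSO and 100% = cells lacking DAX-1 with DMSO; higher inhibition means more luminescence from relief of DAX-1 repression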
ssDAF-12 act: S. stercoralis DAF-12 nuclear receptor activators, primary screen, cell-based, luminescence, HEK293, GRIP1 co-expression, lit1-tk-luc; HEK293 ssDAF-12/GRIP1 lit1-tk-luc reporter; % of 3 µM dafachronic acid response; activation, % at 6.8 µM; hit rate 1% among 370,000;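 active means activation above the mean over all tested compounds plus 3 SD, cut at about 0.9% in these data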;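 further: 0% = DMSO-only wells and 100% = 3 µM delta7-dafachronic acid wells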
SMARCA2 activ: SMARCA2 (BRM) function activators, primary screen, cell-based, luminescence, high throughput; MG213 cells, MMTV-luciferase reporter, dexamethasone, overnight; hit rate 1% among 370,000; activation, % at 9.1 µM; in the data active means activation above about 7.8%;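 further: 0% = vehicle wells and 100% = reference activator wells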
hgDAF-12 ag: H. glycines DAF-12 receptor agonists, primary screen, cell-based, luminescence, HEK293, GAL4 fusion, UAS-luciferase; Nuclear hormone receptor DAF-12 (Heterodera glycines), GAL4 fusion; HEK293 GAL4-hgDAF12 UAS-luciferase reporter, agonist luminescence; normalized to butyrate control; activation, % at 6.8 µM; hit rate 1.8% among 370,000;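 active means activation above a cutoff set at the mean of all screened compounds plus 3 SD, cut at about 10% in these data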;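 further: 0% = DMSO wells and 100% = sodium butyrate wells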
MBD2 inh: inhibitors of MBD2 binding to methylated DNA, primary screen, biochemical, TR-FRET, DNA-binding domain, human | hit rate 0.31% among 370,000 | AID 686964, 2013 | MBD2 binding to methylated oligonucleotide | inhibition, % at 4.4 µM | Methyl-CpG-binding domain protein 2 (Homo sapiens), Q9UBB5; in the data active means inhibition above about 13%
PLC-gamma1 inh: PLC-gamma1 enzyme inhibitors, primary screen, biochemical, fluorescence, purified enzyme. 1-phosphatidylinositol 4,5-bisphosphate phosphodiesterase gamma-1 (Homo sapiens), P19174. fluorogenic substrate. inhibition, % at 12.2 µM. hit rate 0.84% among 370,000; in the data active means inhibition above about 9.5%
PLCb3 inh: human PLC-beta3 inhibitors, primary screen, biochemical, fluorescence | Purified PLC-beta3, fluorogenic substrate | 1-phosphatidylinositol 4,5-bisphosphate phosphodiesterase beta-3 (Homo sapiens), Q01970 | hit rate 0.18% among 370,000 | AID 720704, 2013 | inhibition, % at 12.2 µM; in the data active means inhibition above about 11%;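 further: 0% = median of compound wells on plate and 100% = full blocker control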
Target sequence (Q01970 whole entry, looked up): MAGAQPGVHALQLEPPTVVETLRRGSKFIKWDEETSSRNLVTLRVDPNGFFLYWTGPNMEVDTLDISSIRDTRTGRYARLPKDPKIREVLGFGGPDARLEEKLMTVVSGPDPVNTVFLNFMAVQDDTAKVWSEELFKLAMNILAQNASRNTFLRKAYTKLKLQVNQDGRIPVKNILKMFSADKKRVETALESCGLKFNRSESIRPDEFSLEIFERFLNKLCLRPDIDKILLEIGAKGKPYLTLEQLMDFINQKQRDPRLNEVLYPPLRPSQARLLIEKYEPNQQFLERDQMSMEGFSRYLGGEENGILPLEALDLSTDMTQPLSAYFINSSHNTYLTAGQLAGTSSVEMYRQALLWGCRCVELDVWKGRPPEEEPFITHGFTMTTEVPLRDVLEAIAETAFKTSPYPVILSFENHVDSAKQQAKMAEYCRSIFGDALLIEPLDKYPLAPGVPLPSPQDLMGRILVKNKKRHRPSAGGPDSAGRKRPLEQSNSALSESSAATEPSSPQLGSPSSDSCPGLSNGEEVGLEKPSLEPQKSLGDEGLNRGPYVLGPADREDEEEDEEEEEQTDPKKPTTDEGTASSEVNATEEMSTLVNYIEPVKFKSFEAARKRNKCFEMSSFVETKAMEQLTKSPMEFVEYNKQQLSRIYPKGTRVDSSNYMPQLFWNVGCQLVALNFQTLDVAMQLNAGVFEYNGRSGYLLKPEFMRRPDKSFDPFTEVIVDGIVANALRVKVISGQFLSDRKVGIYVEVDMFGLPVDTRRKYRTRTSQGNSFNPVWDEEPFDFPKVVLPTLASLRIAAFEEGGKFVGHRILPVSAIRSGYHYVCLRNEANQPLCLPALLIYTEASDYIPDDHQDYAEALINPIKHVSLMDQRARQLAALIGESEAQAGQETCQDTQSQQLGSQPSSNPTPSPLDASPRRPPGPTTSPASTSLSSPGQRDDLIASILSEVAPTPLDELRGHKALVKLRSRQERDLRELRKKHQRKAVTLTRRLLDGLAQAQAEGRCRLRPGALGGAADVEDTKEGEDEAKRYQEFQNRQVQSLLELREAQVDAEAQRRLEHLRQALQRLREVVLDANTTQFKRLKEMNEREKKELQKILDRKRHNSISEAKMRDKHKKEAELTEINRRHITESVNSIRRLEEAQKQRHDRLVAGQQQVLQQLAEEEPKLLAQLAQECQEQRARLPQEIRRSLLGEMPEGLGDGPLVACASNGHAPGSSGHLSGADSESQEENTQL
Numbers without * were called inactive; / = not tested or not shown.

Preview:
SMILES | hcDAF-12 act | ADAM17 inh | NR1D1 modulator | DAX1 inh-1 | DAX1 inh-2 | ssDAF-12 act | SMARCA2 activ | hgDAF-12 ag | MBD2 inh | PLC-gamma1 inh | PLCb3 inh
COc1cc(-c2cc(C(=O)Nc3c(Cl)cc(Cl)cc3Cl)c3ccccc3n2)cc(OC)c1OC | -0.5 | 0 | 14 | 1.1 | 0.8 | -1.9 | -2 | 0.1 | -3 | -14 | -11
COc1ccc(CCNC(=O)CSc2nnc(CNC(=O)c3c(F)cccc3Cl)o2)cc1OC | -0.8 | 0 | -4 | 0.6 | -0.7 | -1.4 | -1 | 0.8 | 1 | 1 | -2
O=C(Cn1cnc2ccccc21)Nc1cccc([N+](=O)[O-])c1 | -1.5 | -3 | 7 | -0.8 | -0.9 | -1.7 | -3 | -5.7 | -1 | -2 | -1
COc1cc2cc(-c3ccc(O)cc3O)nc(C)c2cc1OC | -1.1 | -4 | -2 | 3.1 | -1.2 | -0.5 | 4 | -2.5 | 7 | 13* | -6
CN(C(=O)COC(=O)Cn1cnc2c1c(=O)n(C)c(=O)n2C)C1(C#N)CCCCC1 | 0.1 | 1 | 0 | 0.5 | 1.6 | -1.1 | -1 | -2.1 | -1 | 7 | 1
COCCCNC(=O)C(Cc1ccccc1)NS(=O)(=O)c1ccc2c(c1)c(=O)n(C)c(=O)n2C (stereo not drawn) | -1.3 | -2 | -3 | 0.3 | 0.2 | -1.2 | 0 | -1.1 | 3 | 1 | 3
O=C(Nc1cccnc1Cl)c1noc2c1CCc1ccccc1-2 | 1.3 | -6 | 1 | -0.1 | 2.0 | -0.4 | 0 | 3.8 | -4 | 1 | -6
Cc1ccc(S(=O)(=O)N(C)C)cc1NC(=O)C(C)OC(=O)c1ccc2c(c1)OCCO2 (stereo not drawn) | -0.8 | -5 | -5 | -0.7 | -0.8 | -1.3 | -3 | 1.2 | 3 | 2 | -4

The listing (from the top)
SMILES | hcDAF-12 act | ADAM17 inh | NR1D1 modulator | DAX1 inh-1 | DAX1 inh-2 | ssDAF-12 act | SMARCA2 activ | hgDAF-12 ag | MBD2 inh | PLC-gamma1 inh | PLCb3 inh
COc1cc(-c2cc(C(=O)Nc3c(Cl)cc(Cl)cc3Cl)c3ccccc3n2)cc(OC)c1OC | -0.5 | 0 | 14 | 1.1 | 0.8 | -1.9 | -2 | 0.1 | -3 | -14 | -11
COc1ccc(CCNC(=O)CSc2nnc(CNC(=O)c3c(F)cccc3Cl)o2)cc1OC | -0.8 | 0 | -4 | 0.6 | -0.7 | -1.4 | -1 | 0.8 | 1 | 1 | -2
O=C(Cn1cnc2ccccc21)Nc1cccc([N+](=O)[O-])c1 | -1.5 | -3 | 7 | -0.8 | -0.9 | -1.7 | -3 | -5.7 | -1 | -2 | -1
COc1cc2cc(-c3ccc(O)cc3O)nc(C)c2cc1OC | -1.1 | -4 | -2 | 3.1 | -1.2 | -0.5 | 4 | -2.5 | 7 | 13* | -6
CN(C(=O)COC(=O)Cn1cnc2c1c(=O)n(C)c(=O)n2C)C1(C#N)CCCCC1 | 0.1 | 1 | 0 | 0.5 | 1.6 | -1.1 | -1 | -2.1 | -1 | 7 | 1
COCCCNC(=O)C(Cc1ccccc1)NS(=O)(=O)c1ccc2c(c1)c(=O)n(C)c(=O)n2C (stereo not drawn) | -1.3 | -2 | -3 | 0.3 | 0.2 | -1.2 | 0 | -1.1 | 3 | 1 | 3
O=C(Nc1cccnc1Cl)c1noc2c1CCc1ccccc1-2 | 1.3 | -6 | 1 | -0.1 | 2.0 | -0.4 | 0 | 3.8 | -4 | 1 | -6
Cc1ccc(S(=O)(=O)N(C)C)cc1NC(=O)C(C)OC(=O)c1ccc2c(c1)OCCO2 (stereo not drawn) | -0.8 | -5 | -5 | -0.7 | -0.8 | -1.3 | -3 | 1.2 | 3 | 2 | -4
Cc1cc(C)c2c(n1)SCC(=O)N2CC(=O)Nc1ccc(C)c(C)c1 | -1.0 | 0 | 4 | 1.5 | -1.2 | -1.1 | 0 | 0.0 | 1 | -1 | 2
Cc1ccccc1C(=O)N[C@H](C(=O)N1CCC[C@H]1C(=O)NCCc1ccccc1Cl)C1CCCCC1 | -0.9 | -4 | -1 | / | -0.2 | -1.5 | -2 | -2.4 | 2 | 2 | 0
COc1ccc(C(=O)N/N=C/c2ccc(OC)c(CN3CCCc4ccccc43)c2)cc1 | 1.4 | -20 | -4 | -1.0 | -0.1 | -0.7 | 3 | 4.5 | -5 | -36 | -43
CC(=O)c1c(C)[nH]c(C(=O)COC(=O)COc2ccccc2)c1C | -1.1 | -3 | 6 | 2.9 | 1.4 | -1.3 | -2 | 5.2 | 2 | 1 | -5
CC(C)N(C)c1ncnc2c1ncn2[C@H]1CN(Cc2ccncc2)C[C@@H](CO)O1 | -1.9 | 1 | -4 | / | -1.9 | -1.8 | -1 | -2.2 | 1 | 1 | 1
CSc1ccc(/C=N/NC(=O)c2ccc3nc[nH]c3c2)cc1 | -1.6 | -18 | -3 | 2.9 | -0.6 | -1.3 | 3 | 4.5 | -3 | -46 | -59
O=C(CCc1ccccc1)N[C@H]1[C@H](OC(=O)c2cccnc2)CCC[C@@]12C(=O)N(Cc1ccccc1)c1ccccc12 | -1.6 | 5 | -2 | / | -0.5 | -1.7 | -4 | -0.4 | -3 | 1 | -13
CCOc1ccccc1-c1cc(C(=O)N/N=C/c2cccnc2)c2ccccc2n1 | 1.8 | 1 | -1 | -0.1 | -0.3 | -1.6 | -3 | 1.2 | -1 | -33 | -52
CCOc1ccc(C(C)=O)cc1COC(=O)C1=COCCO1 | -0.8 | 0 | 4 | -0.4 | -0.2 | -1.1 | -1 | 4.1 | 0 | 0 | -1
O=C(N/N=C/C=C\c1ccc([N+](=O)[O-])cc1)c1cccnc1 | -0.4 | -4 | -4 | / | -0.1 | -0.6 | -3 | -0.8 | -7 | 2 | 5
Cc1ccc(-n2nnnc2-c2ccco2)cc1 | 3.0 | -4 | 4 | 1.2 | -1.3 | -1.1 | -4 | 2.4 | -3 | -3 | -1
CCOC(=O)c1ccc(NC(=O)CSc2nnc(-c3cccs3)n2C)cc1 | -1.8 | -4 | 1 | -0.2 | -0.6 | -1.0 | -3 | 0.6 | -2 | 2 | -4
C[C@H](O)[C@@H]1CN2CCc3c([nH]c4ccccc34)[C@@H]2C[C@@H]1N(C)C(=O)c1ccco1 | 1.1 | -39 | 0 | / | 0.7 | 0.2 | 3 | 4.7 | -6 | -184 | -212
NC1=NC[C@H](Cc2ccc(O)cc2)N1CCc1cc(C(F)(F)F)cc(C(F)(F)F)c1 | -0.3 | -4 | 0 | 0.8 | 0.1 | -0.9 | -1 | -4.8 | 6 | 10* | -3
COCCNC(=O)C(=O)N/N=C/c1ccccc1C(F)(F)F | -2.2 | -1 | 2 | -0.2 | -0.2 | -0.9 | 11* | 2.6 | 1 | 2 | 2
CCCCn1c(O)c(/C=C2\C=Nc3ccccc32)c(=O)[nH]c1=O | 6.0* | 1 | 4 | 0.6 | -0.2 | -0.1 | -2 | 3.6 | -8 | 8 | -10
O=C(Nc1ccccc1O)c1cc(S(=O)(=O)N2CCOCC2)c(Cl)cc1Cl | 0.5 | 0 | 5 | -1.2 | -1.6 | -1.1 | -3 | -2.5 | -6 | -1 | 0
(more compounds)
SMILES | hcDAF-12 act | ADAM17 inh | NR1D1 modulator | DAX1 inh-1 | DAX1 inh-2 | ssDAF-12 act | SMARCA2 activ | hgDAF-12 ag | MBD2 inh | PLC-gamma1 inh | PLCb3 inh
CCOC(=O)N1CCN(C(=O)C[C@@H]2C(=O)N(Cc3ccc(OC)cc3)C3=CCN(C(=O)OC(C)(C)C)C[C@]32C(=O)OCC)CC1 | -1.3 | -4 | -5 | / | 0.9 | -1.7 | 1 | -2.8 | -1 | 0 | 3
CCCCn1c(=S)[nH]c2c(=O)n(C)c(=O)n(C)c21 | -0.1 | -4 | 3 | 0.2 | 0.0 | -1.5 | -4 | 3.0 | 3 | 3 | 0
Cc1ccccc1C(=O)NC1CCN(CC(=O)N2CCCCC2C)CC1 (stereo not drawn) | 1.5 | 1 | 2 | 2.2 | 0.3 | -1.1 | -2 | -2.5 | -5 | -3 | -6
COc1ccc(Cc2nc3ccc(C(=O)N4CCCC4)cc3o2)cc1 | 2.4 | -4 | -6 | 2.8 | 8.3* | 1.1* | 3 | 11* | 6 | 4 | -8
COc1ccc(NC(=O)CSC(C)c2nc3ccccc3c(=O)[nH]2)cc1 (stereo not drawn) | -1.4 | -4 | 11 | 1.0 | 1.6 | -1.1 | -3 | 0.5 | -7 | 0 | -7
CCCCOc1ccc(C(=O)NCC(=O)NCC(=O)OCC)cc1 | -0.8 | -4 | -4 | 1.3 | 0.1 | -1.4 | -4 | -1.1 | -7 | -1 | -1
CN(CC(=O)Nc1ccc(Cl)c(Cl)c1)CC(=O)Nc1ccc2c(c1)OCO2 | 0.3 | 2 | -3 | 1.2 | 0.3 | -0.9 | -2 | -1.6 | -1 | 1 | -12
O=c1cc(NC2CCCCCC2)[nH]c(=O)[nH]1 | -1.1 | -1 | -1 | 0.7 | -0.6 | -1.7 | 1 | 1.0 | -1 | -1 | 3
Cc1ccc(S(=O)(=O)Nc2ccc3c(c2)nc(CCN2CCN(c4ccccn4)CC2)n3C)cc1 | -2.7 | -2 | -1 | 0.7 | -2.2 | -1.9 | -2 | -3.9 | -4 | -1 | -4
COC(=O)c1sccc1NC(=O)c1csc(C)c1 | 3.3 | 3 | 1 | -0.4 | -1.2 | 1.0* | 0 | 0.5 | 5 | -2 | -5
COC(=O)[C@]12C[C@H](CC(=O)N3CCN(C(=O)C4CC4)CC3)C(=O)N(Cc3cccc4ccccc34)C1=C[C@H](C(C)(C)C)O[C@@H]2C | -0.9 | 6 | 0 | / | 0.2 | -1.2 | -3 | 0.8 | 0 | 2 | 5
FC(F)(F)Oc1ccccc1C(c1nnnn1Cc1ccccc1)N1CCN(C/C=C/c2ccccc2)CC1 (stereo not drawn) | 0.4 | 6 | 1 | / | -0.1 | -1.4 | -5 | 1.2 | -5 | 1 | 1
NC(=O)C1CCN(c2cc(N3CCOCC3)ccc2[N+](=O)[O-])CC1 | 0.0 | 2 | -2 | 2.4 | -1.1 | -1.9 | 1 | 1.9 | -8 | 1 | 5

Rows were taken by chance. About 7.4% of those tested had a hit in this group.
